Bioassay records (PubChem BioAssay)
Neddylation inh: cullin neddylation inhibition. P61081+Q13564. calls only at 25 µM. 360,000 tested, 0.58% active. TR-FRET cullin neddylation, biochemical; in the data active = inhibition above about 36%
PABP1 MLLE inh: blocks PAM2 peptide binding to the PABP1 MLLE domain; GST-MLLE / FITC-PAM2 fluorescence polarization; inhibition, % at 20 µM; 360,000 tested, 0.36% active; AID 588489; in the data active = inhibition above about 35%, passing the limit was not always enough;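 note: plate controls were DMSO wells with GST-MLLE for no effect and wells lacking GST-MLLE protein for full effect; some results filed as inactive read as strong as hits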
FAS-TE inh: blocks the thioesterase domain of human fatty acid synthase. P49327. recombinant FAS-TE, OMFH fluorogenic substrate, fluorescence endpoint. inhibition, % at 15 µM. 360,000 tested, 0.67% active. AID 602261;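 active = compounds whose normalised, plate-corrected inhibition of enzyme fluorescence in the single-dose primary screen is 50% or more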;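 note: 0% = DMSO with enzyme and 100% = substrate without enzyme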
Rpn11 block: blocks the human proteasome subunit Rpn11 | O00487 | human 26S proteasome, Ub4-pepOG fluorescence polarization; 20S core pre-blocked with epoxomicin | calls only at 20 µM | 360,000 tested, 0.59% active | AID 588493;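 active = inhibition at 20 µM, scaled to each plate's controls, above about 33%, limit read from the data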
NadD inh: NadD (S. aureus) enzyme inhibition; 360,000 tested, 0.78% active; inhibition, % at 20 µM; purified NadD enzyme, colorimetric absorbance read-out; in the data active = inhibition above about 26%; note: some compounds past the cut are filed as inactive
CSN inh: blocks human CSN-mediated cullin deneddylation | Q92905 | Purified CSN, SCF-Nedd8-OG deneddylation, fluorescence polarization | inhibition, % at 12.5 µM | 360,000 tested, 0.38% active;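 active = pattern-corrected inhibition above about 35%, with an unprinted fluorescence ratio check between 0.5 and 1.5, limit read from the data, passing the limit was not always enough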;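 note: 0% = enzyme with substrate and 100% = substrate without enzyme; some results filed as inactive read as strong as hits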
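Assay system: Purified human Csn5 enzyme expressed in HEK293T cells | Amount: Enzyme 0.24 nM | Measured by: Fluorescence polarization readout | Medium: Tris/NaCl/DTT buffer, pH 7.5 | Compound dosing: One concentration, 12.5 µM, 0.25% DMSO | Times: 90 min incubation of compound, enzyme and substrate at room temperature | Control set: no-enzyme wells high, enzyme-with-substrate wells low | Read-out: % inhibition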
MT1-MMP act inh: MT1-MMP (human) activation inhibition; AID 651647; HT1080 RFP-PRO-GFP cells, GFP/RFP ratio fluorescence, overnight; percent of plate control window, DMSO zero; GFP/RFP ratio change, % at 20 µM; 360,000 tested, 0.061% active;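 active = GFP/RFP ratio change of at least 30% with cell ATP level not reduced by more than half and red fluorescence within 50% of control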; note: strong numbers were not always called active
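Compound: 20 µM single dose, 1% DMSO / System: HT1080 RFP-PRO-GFP cells / Controls: DMSO and RFP-L50D-GFP cell wells / Read-out basis: GFP/RFP fluorescence ratio / Schedule: overnight compound exposure at 37 °C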
SKN-1 block: blocks SKN-1 activity in C. elegans; C. elegans VP596 Pgst-4::GFP/RFP ratio, acrylamide-induced, 24 h; inhibition, % at 21.8 µM; 360,000 tested, 0.49% active;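 active = interference check ratio from 0.5 to 1.5 plus GFP to RFP signal ratio inhibition reaching or exceeding a fixed threshold, cut at about 30% in these data, passing the limit was not always enough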; note: some compounds called inactive have numbers as strong as hits
Rin1 Abl inh: human Rin1-Abl interaction inhibition | TR-FRET Rin1/Abl binding, biochemical | inhibition, % at 7.35 µM | 360,000 tested, 0.4% active | AID 588664; in the data active = inhibition above about 5%, passing the limit was not always enough
* hit, by the source's call; i = inactive; x = not tested or not shown. Rows were taken by chance, and some 3.9% of all compounds hit somewhere here.

SMILES	Neddylation inh	PABP1 MLLE inh	FAS-TE inh	Rpn11 block	NadD inh	CSN inh	MT1-MMP act inh	SKN-1 block	Rin1 Abl inh
COc1ccccc1CNC(=O)C(=O)NCCC1CCCCN1S(=O)(=O)c1cccs1 (stereo unspecified)	i	7	15	i	-5	1	-4	14	4
O=C(NCCc1ccccc1F)C1CCC(=O)N(Cc2ccccc2F)C1 (stereo unspecified)	i	-12	-5	i	-2	0	5	14	2
CCOc1ccc(NC(=O)CN(C)C(=O)c2cc(S(=O)(=O)N3CCCCCC3)ccc2OC)cc1OCC	i	9	-1	i	1	0	0	3	1
CC(Sc1nnc(CN2CCCC2)n1Cc1ccccc1)C(=O)Nc1ccc(F)c(F)c1F (stereo unspecified)	i	-19	12	i	4	-3	-5	16	1
O=C(CCl)N1c2ccccc2Oc2ccc3ccccc3c21	i	130	-13	i	11	-73	-44	80	-12
CC(=O)Nc1ccc2c(c1)nc(C)n2-c1ccccc1	i	7	-3	i	3	2	0	12	4
O=C(CC(=O)NCc1cccnc1)NCc1cccnc1	i	-9	-8	i	-2	-2	2	16	1
Cc1ccc(SCC(=O)NNC(=O)C2CCCCC2)cc1	i	-6	-6	i	0	0	3	-6	2
CSc1cccc(CNC(=O)C2CCC(=O)N(CCc3ccccn3)C2)c1 (stereo unspecified)	i	8	-2	i	0	5	2	-10	1
CC(C)(C)c1ccc(C(=O)N2CCCC2c2cccs2)cc1 (stereo unspecified)	i	10	3	i	-11	1	-4	-2	-1
Cc1ccccc1C(=O)NCC(=O)NC1CC1	i	0	-6	i	-4	0	-2	19	3
O=C(CN(c1ccc(Cl)c(C(F)(F)F)c1)S(=O)(=O)c1ccccc1)N1CCOCC1	i	2	4	i	-1	-5	-5	27	5
COC(=O)c1ccsc1NC(=O)CCS(=O)(=O)c1ccccc1	i	6	0	i	-2	-1	-1	-6	-1
O=S1(=O)N=C(Nc2ccc(O)cc2)c2ccccc21	i	-15	-9	i	-4	-4	-3	-1	1
Cc1ccc(Oc2ccc(NC(=O)c3ccco3)cc2)cc1	i	-3	15	i	-7	2	7	19	-2
O=C(NCC(=O)N(CC1CCCO1)C(C(=O)NC1CCCC1)c1ccc(F)cc1)c1ccco1 (stereo unspecified)	i	-8	-5	i	0	-2	1	0	-1
COC(=O)[C@]12CCCCC=C1N(Cc1ccc3c(c1)OCO3)C(=O)[C@H](CC(=O)N1CCOCC1)C2	i	x	x	x	x	-3	3	-2	x
COc1ccc(CC(=O)Nc2ccccc2N2CCCC2)cc1OC	i	-1	-1	i	3	-1	0	14	4
CC(C)(C)C1CCSC2=NCCC[C@]2(c2ccccc2)C1 (stereo partly specified)	i	x	6	x	1	3	2	-5	x
CCCCn1c(NS(=O)(=O)c2ccc(C)cc2)c(S(=O)(=O)c2ccccc2)c2nc3ccccc3nc21	i	-6	20	i	25	69*	3	-1	9.6*
COc1ccc(C(CC(=O)N2CCCCC2)c2c(O)cc(OC)cc2OC)cc1 (stereo unspecified)	i	6	-11	i	-1	-2	2	-10	2
Cc1ccc2nc(SCC(=O)Nc3ccc4c(c3)OCCO4)[nH]c2c1	i	-6	-3	i	-5	4	0	1	5
CCOc1cccc(C(=O)NNC(=O)CCC(=O)O)c1	i	8	-7	i	-6	-5	5	7	5
CCOC(=O)C1CCN(C(=O)CNC(=O)c2nn(-c3ccc(OC)c(OC)c3)c(=O)c3ccccc23)CC1	i	10	-3	i	-5	1	1	-3	-3
CCCCC(=O)Nc1ccc(N2CCN(C(=O)c3ccco3)CC2)cc1	i	1	-7	i	0	2	-1	3	0
Cc1cc(NC(=O)c2nn(C)c(C)c2[N+](=O)[O-])no1	i	2	-2	i	1	0	5	-5	0
COc1cccc(CNC(=O)[C@@H]2CCCN2C(=O)[C@@H]2CCCN2C(=O)c2ccccc2)c1	i	x	-3	x	-1	-3	-1	11	x
CCCOc1ccc(/C(O)=C2/C(=O)C(=O)N(CCCOC)C2c2ccncc2)cc1 (stereo unspecified)	i	6	1	i	0	0	1	9	-2
CCn1c(CNC(=O)Cc2ccc(OC)cc2)nnc1SCC(=O)c1ccc(Br)cc1	i	4	-2	i	-2	-1	7	1	0
COc1ccc(CCNC(=O)c2ccc(N(C)S(=O)(=O)c3ccc(C)cc3)cc2)cc1OC	i	-13	13	i	-6	-10	1	8	4
CSc1ccc(CNC(=O)c2ccc(NC(=O)C3=CSCCO3)cc2)cc1	i	6	-3	i	3	-1	4	23	1
Cc1ccc(S(=O)(=O)Nc2nnc(C(C)(C)C)s2)cc1	i	33	-4	i	4	4	-2	7	-1
CN(c1ccccc1)S(=O)(=O)c1cccc(C(=O)N2CCCCCC2)c1	i	6	-2	i	-4	1	0	22	5
CCC1CCCCN1C(=S)NC1CCCCC1 (stereo unspecified)	i	-126	-5	i	-1	-13	0	-3	3
Cc1c(C(=O)c2ccc([N+](=O)[O-])cc2)c(=O)n(C)c(=O)n1C	i	8	-5	i	3	2	9	10	0
Cc1cc(C)n(-c2ccc(N3CCOCC3)nn2)n1	i	17	0	i	-5	4	3	-3	1
Cc1cc(C)c2c(c1)NC(=O)C2(O)CC(=O)c1cccs1 (stereo unspecified)	i	-1	-7	i	-1	2	2	3	0
Cc1ccsc1/C=N/Nc1nc2ccccc2s1	i	-28	15	i	-1	-4	-9	4	-2
CC(=O)c1ccc(NC(=O)C2CCCNC2=O)cc1 (stereo unspecified)	i	40*	19	i	-1	5	-25	-9	-5
CCOC(=O)c1sc(NC(=O)OC)c(C(=O)OC)c1C	i	2	2	i	-9	-2	2	14	0
O=C(CNC(=O)c1ccccc1F)OC(C(=O)Nc1cc(C(F)(F)F)ccc1Cl)c1ccccc1 (stereo unspecified)	i	-11	27	i	6	2	2	-21	-2
CC1(C)Oc2cc(N)c([N+](=O)[O-])cc2O1	i	5	-4	i	-7	0	11	6	-8
CCCN1CCN(C(=O)Nc2ccc(C(=O)OCC)cc2)CC1	i	10	-9	i	-7	2	2	1	2
CCn1c(-c2ccccc2Cl)nn(CC(=O)Nc2ccccc2OC)c1=S	i	6	-1	i	-2	-5	5	16	0
CCCOc1ccc(CNC(=O)Cn2ncc3ccccc32)cc1	i	-5	-2	i	-3	-1	10	-8	-1
COc1ccc(NC(=S)NCCCN2CCN(C3CCCCC3)CC2)cc1	i	4	-9	i	-6	-3	0	2	-5
COc1ccc(Br)cc1/C=N/NC(=O)c1ccco1	i	10	2	i	0	-11	2	15	1
O=C(C1CCC(CNc2c(N3CCCCC3)c(=O)c2=O)CC1)N1CCN(C2CCCCC2)CC1 (stereo unspecified)	i	-4	-6	i	-4	-1	2	-8	-2
COc1ccc(C2C3=C(CCCC3=O)N(CC(=O)O)C3=C2C(=O)CCC3)cc1Cl	x	7	-4	i	-4	-2	-2	0	4
COc1ccc(-c2oc3ccc(-c4cc(OC)c(OC)c(OC)c4)cc3c2C#Cc2ccsc2)cc1	x	-11	32	i	0	0	-6	1	-2
COc1cc(C(=O)NCCC2=CCCCC2)ccc1OC1CCN(C(C)=O)CC1	i	-14	-1	i	-4	2	1	2	-2
COCCNc1nc(N)c([N+](=O)[O-])c(NCc2ccccc2)n1	i	-17	1	i	-3	-4	1	11	-3
COc1cccc(-n2cc(C(=O)NC(C)C)c3ccccc3c2=O)c1	i	-3	-6	i	-6	5	-3	-4	1
CCC(C)N1CC(C(=O)NC2CCCCC2)CC1=O (stereo unspecified)	i	5	-13	i	-7	-4	2	12	0
Cc1cccc(C)c1Nc1c(-c2ccc(N3CCOCC3)cc2)nc2cnccn12	x	2	4	i	1	5	0	5	-4
COc1ccc(CN(C)CC2CCCN(CCc3ccccc3C)C2)cc1O (stereo unspecified)	i	19	-3	i	-4	-3	6	-11	2
COC(=O)c1ccccc1NC(=O)c1ccc2nccnc2c1	i	-21	1	i	20	3	-1	16	4
O=C(O)CNC(=O)CCN1C(=O)c2ccccc2C1=O	i	12	-8	i	-5	0	4	-1	1
COC(CNC(=O)CNC(=S)N(Cc1ccccc1)Cc1cccnc1)OC	i	-87	-5	i	-3	-9	2	-2	-3
Cc1cccc(NC(=O)CN2C(=O)C3CC=CCC3C2=O)c1C (stereo unspecified)	i	4	-6	i	-9	-1	-5	8	4

A different layout for part of the listing above:
Molecule,Neddylation inh,PABP1 MLLE inh,FAS-TE inh,Rpn11 block,NadD inh,CSN inh,MT1-MMP act inh,SKN-1 block,Rin1 Abl inh
COc1cc(C(=O)NCCC2=CCCCC2)ccc1OC1CCN(C(C)=O)CC1,i,-14,-1,i,-4,2,1,2,-2
COCCNc1nc(N)c([N+](=O)[O-])c(NCc2ccccc2)n1,i,-17,1,i,-3,-4,1,11,-3
COc1cccc(-n2cc(C(=O)NC(C)C)c3ccccc3c2=O)c1,i,-3,-6,i,-6,5,-3,-4,1
CCC(C)N1CC(C(=O)NC2CCCCC2)CC1=O (stereo unspecified),i,5,-13,i,-7,-4,2,12,0

Other records follow:
SMILES	Neddylation inh	PABP1 MLLE inh	FAS-TE inh	Rpn11 block	NadD inh	CSN inh	MT1-MMP act inh	SKN-1 block	Rin1 Abl inh
COc1cc(NC(=O)C2CC(c3c(F)cccc3Cl)=NO2)cc(OC)c1OC (stereo unspecified)	i	-8	0	i	-5	0	8	1	1
CN(c1ccccc1)S(=O)(=O)c1ccc(Cl)c(C(=O)OCC(=O)NCc2ccco2)c1	i	1	10	i	3	1	2	16	-1
O=S1(=O)C[C@H](N2CCN(CC3CC3)CC2)[C@@H](COCc2ccccc2)N1	i	-2	-17	i	-7	-3	1	8	1
O=C(CN1CCN(c2nc(-c3ccccc3)cs2)CC1)NNC(=O)c1ccco1	i	2	0	i	6	-3	-8	-3	-2
O=C(Nc1cccnc1)Nc1ccc(Br)cc1Cl	i	0	3	i	2	0	-1	-8	-1

Single values from above:
`O=C(CN1CCN(c2nc(-c3ccccc3)cs2)CC1)NNC(=O)c1ccco1` – FAS-TE inh = 0
`O=C(Nc1cccnc1)Nc1ccc(Br)cc1Cl` – NadD inh = 2
`O=S1(=O)C[C@H](N2CCN(CC3CC3)CC2)[C@@H](COCc2ccccc2)N1` – Rin1 Abl inh = 1
`COc1cc(NC(=O)C2CC(c3c(F)cccc3Cl)=NO2)cc(OC)c1OC` (stereo unspecified) – SKN-1 block = 1

Structural class, the entries above containing two or more sulfur atoms.
SMILES	Neddylation inh	PABP1 MLLE inh	FAS-TE inh	Rpn11 block	NadD inh	CSN inh	MT1-MMP act inh	SKN-1 block	Rin1 Abl inh
COc1ccccc1CNC(=O)C(=O)NCCC1CCCCN1S(=O)(=O)c1cccs1 (stereo unspecified)	i	7	15	i	-5	1	-4	14	4
COC(=O)c1ccsc1NC(=O)CCS(=O)(=O)c1ccccc1	i	6	0	i	-2	-1	-1	-6	-1
CCCCn1c(NS(=O)(=O)c2ccc(C)cc2)c(S(=O)(=O)c2ccccc2)c2nc3ccccc3nc21	i	-6	20	i	25	69*	3	-1	9.6*
CSc1ccc(CNC(=O)c2ccc(NC(=O)C3=CSCCO3)cc2)cc1	i	6	-3	i	3	-1	4	23	1
Cc1ccc(S(=O)(=O)Nc2nnc(C(C)(C)C)s2)cc1	i	33	-4	i	4	4	-2	7	-1
Cc1ccsc1/C=N/Nc1nc2ccccc2s1	i	-28	15	i	-1	-4	-9	4	-2
